PME-1 primary – blocks human protein phosphatase methylesterase 1; Q9Y570; recombinant PME-1, FP-Rh probe fluorescence polarization; 320,000 compounds, 0.53% hits; inhibition, % at 5.9 µM;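 active means inhibition above the campaign mean of all compounds plus 3 SD, cut at about 26% in these data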;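 further: competitive labeling of PME-1 active site by serine hydrolase directed probe; 0% = PME-1 with DMSO and 100% = wells lacking PME-1 enzyme; inhibitors block probe labeling so polarization falls and inhibition rises; many of its hits are not listed in these tables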
Efflux pump inh – antifungal efflux pump inhibition, Nile Red retention; 330,000 compounds, 0.44% hits; AID 485275; S. cerevisiae Candida pump triplex; inhibition, % at 10 µM;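 active means plate passing quality check with inhibition over a set limit, or well fluorescence over plate mean plus 4 SD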;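 further: Nile Red retained in pooled yeast measured as flow cytometry median fluorescence; 0% = buffer negative control and 100% = Enniatin B positive control; higher means more Nile Red kept so more efflux inhibition; some compounds called inactive have numbers as strong as hits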
VLA-4 inh – inhibition in a human VLA-4 binding assay; P13612; VLA-4 expressing cells, ligand binding flow cytometry; inhibition, % (about 7 µM as worked out from the volumes in the protocol); 330,000 compounds, 0.2% hits; in the data active means inhibition above about 50%
BCLXL inh – Bcl-xL (human) inhibition. 320,000 compounds, 0.7% hits. inhibition, % at 10.9 µM. Q07817. GST-Bcl-xL / FITC-Bim BH3 peptide fluorescence polarization;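 active means inhibition above the mean of all tested compounds plus 3 SD, cutoff set per campaign, cut at about 30% in these data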;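 further: 0% = DMSO wells and 100% = unlabeled Bim-BH3 peptide competitor; inhibitors lower millipolarization by displacing the labeled peptide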
Target sequence (Q07817 whole entry, looked up): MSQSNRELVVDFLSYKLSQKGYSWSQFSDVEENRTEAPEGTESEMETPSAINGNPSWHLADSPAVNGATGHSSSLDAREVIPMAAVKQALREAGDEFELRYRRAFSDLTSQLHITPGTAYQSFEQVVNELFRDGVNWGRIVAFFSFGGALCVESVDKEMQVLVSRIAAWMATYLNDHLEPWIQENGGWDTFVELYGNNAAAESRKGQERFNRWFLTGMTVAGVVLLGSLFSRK
MEX-5 binding – C. elegans MEX-5 TCR-2 RNA binding activity; 300,000 compounds, 0.38% hits; MEX-5/FITC-TCR2 RNA binding, fluorescence polarization; active compounds read low; AID 1832; Q9XUB2; activity score (negative = inhibition of binding), % at 10 µM;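 active means inhibition past about -25% in most replicates, and total fluorescence under double the plate's negative control median, limit read from the data; inconclusive means replicates evenly split on the limit, or fluorescence at least double controls; inactive means too little inhibition in most replicates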;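 further: 0% = DMSO and -100% = 5 µM competing unlabeled TCR2 RNA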
Fam108B counter – Fam108B inhibition, counter-screen for RBBP9 inhibitors; inhibition, % at 9.51 µM; recombinant Fam108B, FP-Rh probe fluorescence polarization; 300,000 compounds, 0.33% hits;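 active means inhibition above the screen mean inhibition plus 3 SD, computed separately per campaign, cut at about 18% in these data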;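 further: inhibitors lower polarization as less probe binds the enzyme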
GRK2 aptamer HTS – human GRK2 inhibition via aptamer displacement | P25098 | bead flow cytometry, FAM-aptamer displacement from GRK2 | inhibition of aptamer binding, % at 10 µM | 330,000 compounds, 0.59% hits | AID 488847;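 active means inhibition of aptamer binding above 40%, roughly 3 SD of noise, on plates passing a quality check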;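 further: median bead fluorescence of bound FAM aptamer so fluorescent compounds give negative values; no value below 0 was filed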
MCL1-BIM inh – inhibitors of human MCL1 binding to BIM-BH3 peptide; GST-MCL1 / FITC-Bim-BH3 fluorescence polarization; inhibition, % at 10.9 µM; Q07820; AID 2057; 320,000 compounds, 0.68% hits;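 active means inhibition above the mean inhibition of all tested compounds plus 3 SD, set per campaign, cut at about 40% in these data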;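 further: 0% = DMSO wells and 100% = unlabeled Bim-BH3 peptide control; higher means more loss of mP so more displacement of Bim peptide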
Target sequence (Q07820 whole entry, looked up): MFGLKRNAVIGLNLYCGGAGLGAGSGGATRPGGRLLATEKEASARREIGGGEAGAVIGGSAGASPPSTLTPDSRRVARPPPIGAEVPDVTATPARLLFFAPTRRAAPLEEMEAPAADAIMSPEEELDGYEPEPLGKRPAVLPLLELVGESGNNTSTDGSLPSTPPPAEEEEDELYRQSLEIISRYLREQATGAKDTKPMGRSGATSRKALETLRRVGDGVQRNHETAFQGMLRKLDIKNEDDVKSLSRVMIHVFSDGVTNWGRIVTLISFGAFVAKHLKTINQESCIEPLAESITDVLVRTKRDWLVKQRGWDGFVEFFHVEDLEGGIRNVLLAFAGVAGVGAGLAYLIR
GLD-1 TGE inh – GLD-1-TGE RNA interaction inhibition (C. elegans). Q17339. purified GLD-1 + fluorescein TGE RNA, fluorescence polarization. inhibition, % at 5.96 µM. 320,000 compounds, 0.44% hits. AID 2280;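 active means percent inhibition above a per-plate cutoff, the plate mean of test compounds plus 3 SD, cut at about 30% in these data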;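 further: 0% = DMSO wells with GLD-1 and probe and 100% = wells lacking GLD-1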
Target sequence (Q17339 whole entry, looked up): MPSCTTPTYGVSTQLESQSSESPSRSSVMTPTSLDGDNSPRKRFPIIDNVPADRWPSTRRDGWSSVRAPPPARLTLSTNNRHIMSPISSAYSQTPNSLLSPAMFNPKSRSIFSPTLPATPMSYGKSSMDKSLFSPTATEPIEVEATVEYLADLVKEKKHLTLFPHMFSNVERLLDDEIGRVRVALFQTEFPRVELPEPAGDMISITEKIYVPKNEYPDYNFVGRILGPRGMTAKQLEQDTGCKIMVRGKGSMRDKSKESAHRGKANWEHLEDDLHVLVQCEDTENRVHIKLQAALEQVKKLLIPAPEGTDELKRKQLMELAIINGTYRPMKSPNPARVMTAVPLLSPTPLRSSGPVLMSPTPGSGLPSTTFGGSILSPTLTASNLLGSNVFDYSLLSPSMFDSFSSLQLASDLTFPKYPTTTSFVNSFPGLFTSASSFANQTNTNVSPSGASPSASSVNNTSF
* hit, by the source's call; u = inconclusive; x = no result given. A portion of the library, so the mix of outcomes need not match the whole.

Structure	PME-1 primary	Efflux pump inh	VLA-4 inh	BCLXL inh	MEX-5 binding	Fam108B counter	GRK2 aptamer HTS	MCL1-BIM inh	GLD-1 TGE inh
COc1ccc(CNC(=O)c2ccc3c(=O)n(CCCN4CCCC4=O)c(=S)[nH]c3c2)cc1	1	-0.2	4	-2	2.4	-1	0	2	-6
Clc1ccc2nc(C3CCN(Cc4ccccc4)CC3)[nH]c2c1	4	0.0	18	2	2.7	-2	0	-2	-4
CCN(CC)S(=O)(=O)c1cccc(N=NC2=C(O)CCCC2=O)c1	7	0.2	13	4	0.8	0	1	5	5
CC(=O)N1CCc2c(sc(NC(=O)Cc3ccccc3)c2C(N)=O)C1	-1	0.4	35	6	-0.2	1	0	-2	8
O=C(Cn1cc(C(F)(F)F)ccc1=O)NCCc1ccc(Cl)cc1Cl	3	0.3	5	-2	0.4	0	0	-5	7
COc1ccc(NC2=NCCCCC2)cc1	0	0.0	17	2	-1.9	1	x	-6	-3
O=C(/C=C/c1ccco1)N1CCN(C/C=C/c2ccccc2)CC1	3	0.1	-10	12	0.8	-1	0	4	-3
O=C(CSc1nccn1Cc1ccco1)Nc1ccccc1	2	-0.1	-10	2	5.4	-2	4	4	4
COC(=O)C1=CN(c2ccc(Cl)cc2)C=C(C(=O)OC)C1c1ccc([N+](=O)[O-])cc1	x	0.1	-4	x	0.3	x	1	x	x
CCN(CC)S(=O)(=O)c1ccc(N2CCOCC2)c(NC(=O)COc2ccc(C#N)cc2)c1	11	-0.1	x	2	-0.2	-4	2	17	3
CCN(CC)S(=O)(=O)c1cccc(C(=O)NN2Cc3ccccc3C2=N)c1	2	0.1	1	3	-0.1	-3	0	6	-4
Cc1ccc2c(c1)/C(=N/O)CCS2	0	-0.1	2	7	2.9	2	0	7	-1
C[C@H](CO)N1C[C@H](C)[C@@H](CN(C)C(=O)Nc2ccc3c(c2)OCO3)Oc2c(NC(=O)C3CC3)cccc2C1=O	x	-0.2	17	x	x	x	4	x	2
Cc1cc(Sc2nc(N(C)C)nc(N(C)C)n2)nc(Cl)n1	-2	-0.1	-21	9	0.3	-5	0	8	5
COc1ccc(CCn2c(=N)c(C(=O)NCC3CCCO3)cc3c(=O)n4ccccc4nc32)cc1 (stereo not drawn)	-3	-0.1	-8	4	0.3	-3	0	0	-6
CC(C)Oc1cccc(C(=O)C2CCCN(C(=O)c3ccoc3)C2)c1 (stereo not drawn)	-5	-0.1	0	0	0.0	0	1	1	6
COc1cc(/C=C2\CC(C(C)(C)C)C/C(=C\c3cc(OC)c(OC)c(OC)c3)C2=O)cc(OC)c1OC (stereo not drawn)	-11	0.0	-15	-1	1.8	-1	0	1	-17
COc1ccc(N(CC(=O)Nc2cc(OC)ccc2OC)S(=O)(=O)c2c(C)nn(C)c2C)cc1	3	0.1	1	-2	1.8	-1	0	1	8
COC(=O)C1=C(C)NC(=O)NC1c1ccc(-c2ccc(F)cc2)o1 (stereo not drawn)	-5	0.1	16	1	-2.9	2	3	1	-1
O=C(NCCCCNC(=O)c1ccc(Br)s1)c1ccc(Br)s1	3	-0.2	27	4	-2.0	-1	0	2	-1
CC(C)(C)c1nnc(NC(=O)CCS(=O)(=O)c2ccccc2)s1	0	0.0	7	4	-1.9	-1	6	-1	7
O=C(O)Cn1c2c(c3ccccc31)CCCC2	-5	-0.1	-17	39*	-11	0	0	48*	33*
CN(C)S(=O)(=O)Nc1cccc(Br)c1	-4	-0.2	-7	-1	2.0	0	0	-2	-2
COC(=O)C(C)N1CCC(=O)c2ccccc2S1(=O)=O (stereo not drawn)	2	-0.1	13	5	0.5	6	5	9	3
O=C(O)c1ccc2c(c1)S(=O)(=O)c1ccccc1C2=O	x	0.1	13	x	-1.9	x	1	x	x
CCOCCCN1C(=O)C(=O)N(CC(=O)N2c3ccccc3NC(=O)CC2C)C1=O (stereo not drawn)	-1	0.1	8	-6	x	x	1	-10	-1
Cn1c(-c2sc3cc(C(F)(F)F)cnc3c2-c2cccs2)n[nH]c1=S	-1	0.1	-7	-19	2.4	-3	34	-13	3
O=c1[nH]c2ccc([N+](=O)[O-])cc2nc1/C=C(\O)c1ccccc1	24	0.0	4	-1	u	3	6	-7	-7
COc1cc(NC(=O)Nc2c(C)n(C)n(-c3ccccc3)c2=O)cc(OC)c1OC	-1	-0.1	-2	1	-2.6	6	3	6	4
Oc1ccc(Br)cc1CNc1cccc2cccnc12	11	0.1	-9	4	-8.3	4	0	-2	1
Oc1ccc(C[C@@H]2CNCCN2CC2CCCCC2)cc1	-4	-0.1	18	4	-1.4	1	0	6	2
O=C(NC1CCCCC1)N1CCCc2ccccc21	6	-0.1	-4	4	-0.4	4	2	2	3
COc1ccc(/C=C2/C(=O)C(C)(C(C)C)CCC2C)cc1 (stereo not drawn)	-6	0.3	14	-6	1.9	0	3	-11	3
COc1cccc(CNC(=O)CCn2c(=O)oc3ccccc32)c1	-3	-0.1	1	6	-3.6	2	5	0	-4
CCN(CC)c1ccc(S(=O)(=O)N2CCCCC2)cc1NC(=O)CN1C(=O)NC2(CCCC2)C1=O	7	0.2	2	-3	1.3	3	1	-6	0
COc1ccc(S(=O)(=O)N2CCCCC2)cc1NC(=O)CN(Cc1ccco1)Cc1ccco1	7	-0.2	3	3	x	x	0	-3	7
Cc1cc(C)n2nc(-c3ccccc3)c(-c3ccccc3)c2n1	0	-0.2	5	7	-1.6	1	0	7	5
CC(C)C12CN3CC(C(C)C)(CN(C1)C3c1ccco1)C2=O (stereo not drawn)	1	-0.1	0	2	5.5	3	0	-1	8
Cn1c(O)c(C=Nc2ccc(Br)cc2)sc1=O	4	0.0	2	-1	-0.8	0	2	6	3
O=C(Nc1nc(-c2ccc(Cl)cc2)cs1)C1CCCO1 (stereo not drawn)	-1	0.1	2	-4	1.1	-1	1	-4	-3
CCOc1ccc2[nH]c(=O)c(CN(CCO)C(=O)c3ccc(OC)c(OC)c3)cc2c1	-1	-0.1	0	4	4.6	-1	3	8	-1
O=C1NCCN(C(=O)CCc2nnc(-c3ccsc3)o2)C1c1ccc(F)cc1 (stereo not drawn)	-2	0.0	-7	4	2.5	4	0	1	3
COc1ccc(CCNCC(=O)Nc2ccccc2C(F)(F)F)cc1	-2	0.3	-15	-2	-1.1	-6	0	-6	3
COc1ccc(N2CCN(C(CNC(=O)C(=O)NCc3ccncc3)c3ccco3)CC2)cc1 (stereo not drawn)	4	0.0	4	5	2.7	1	0	1	0
COc1ccc(-c2c(C(C)=O)c(C)nc3sc4c(=O)[nH]nnc4c23)cc1	-4	0.0	-5	-2	-0.9	-2	5	-8	3
CC(C)CC(=O)NC(NC(=O)CC(C)C)c1cccc([N+](=O)[O-])c1	1	0.0	5	-1	1.2	1	0	5	7
Cc1ccc(CN2[C@@H]3c4ccccc4C[C@@H]3OCCS2(=O)=O)cc1	10	-0.1	1	5	1.0	-1	1	2	1
Cc1ccccc1CSCC(=O)NC(=O)NCc1ccco1	-1	-0.1	7	-1	-2.3	4	2	15	-6
COC(=O)C1CN(C(=O)COc2ccc(Cl)cc2C)c2ccccc2O1 (stereo not drawn)	2	-0.1	6	6	-0.7	-1	6	1	0
O=C(CSc1nnc(Cc2cccs2)n1C1CC1)NC1CCS(=O)(=O)C1 (stereo not drawn)	4	0.2	5	4	x	x	0	2	6
COc1ccc(/C=C2/CCOC2=O)cc1	-3	-0.1	16	1	-0.8	3	3	-1	-1
O=C(COc1ccccc1)Nc1nnc(-c2ccc(Cl)s2)o1	2	0.1	0	2	-0.1	3	3	8	-2
Cc1cc(NC(=O)CSc2nccn2-c2ccc(F)cc2)no1	-3	0.0	1	-3	0.4	-2	1	1	6
COc1ccc(-n2nnnc2SCC(=O)NCc2ccco2)cc1OC	6	-0.1	10	-2	1.0	-2	1	3	6
O=C(Cn1nc(C(=O)O)c2ccccc2c1=O)Nc1ccc(Br)cc1	-16	0.1	-4	-2	3.1	-15	0	-5	8
Cc1cccn2c(=O)c(C=O)c(N3CCC4(CC3)OCCO4)nc12	4	0.0	18	4	-1.8	0	1	2	-3
COc1ccc(C(=O)/C=C/Nc2c(C)n(C)n(-c3ccccc3)c2=O)c(OC)c1	-1	0.1	9	3	1.9	-1	0	0	-5
O=C(NC1CCS(=O)(=O)C1)c1cccnc1 (stereo not drawn)	-1	0.1	-1	0	3.1	0	0	1	1
CC(C)c1cccc(C(C)C)c1NC(=O)c1ccccc1	-7	0.2	-3	1	2.7	-8	2	-2	-6
CC(NC(=S)Nc1ccccc1C(F)(F)F)C1CC2CCC1C2 (stereo not drawn)	3	-0.1	-7	1	1.6	1	0	1	0

Other entries:
Structure	PME-1 primary	Efflux pump inh	VLA-4 inh	BCLXL inh	MEX-5 binding	Fam108B counter	GRK2 aptamer HTS	MCL1-BIM inh	GLD-1 TGE inh
O=C(c1cccnc1)N(c1cc2sc(=O)oc2c2ccccc12)S(=O)(=O)c1ccccc1	-1	0.1	9	15	-2.1	13	7	24	2
CC(C)Cn1c(SCC(=O)N(C)C2CCS(=O)(=O)C2)nc2cc(Cl)ccc2c1=O (stereo not drawn)	2	0.0	3	1	-3.1	1	0	-2	-4
O=S(=O)(N1CCOCC1)N1CCN(c2ccc(F)cc2)CC1	-3	0.0	-7	0	-5.8	-66	6	-2	0
CNCCCOc1cccc(Oc2ccccc2)c1	-3	-0.3	18	3	0.5	-1	0	46*	3
Cc1ccc(O)c(Nc2nc(-c3ccccc3)nc3ccccc23)c1	8	-0.2	2	-1	3.1	0	1	2	0
Cc1cc(C(=O)N2CCN(Cc3ccccc3)CC2)ccc1[N+](=O)[O-]	-9	0.9	11	-5	3.1	4	1	-18	-6
O=C(NC1CCCCC1)C(c1ccccn1)N(C(=O)c1csnn1)C1CC1 (stereo not drawn)	-1	-0.1	6	9	-0.7	2	0	7	-1
O=C(CSc1nnc(COc2ccc(F)cc2)o1)N1c2ccccc2CCc2ccccc21	2	0.2	6	-1	-1.2	3	1	6	8
Cc1ccc(C)c(NC(=O)CCC(=O)NNC(=O)C(c2ccccc2)c2ccccc2)c1	0	0.2	1	0	4.9	-6	0	0	4
CN(C(=O)COC(=O)CCCN1C(=O)c2cccc3cccc(c23)C1=O)C1CCS(=O)(=O)C1 (stereo not drawn)	-5	-0.1	3	-6	1.6	-1	1	-12	-4
O=C1CC(/C=C/c2ccc([N+](=O)[O-])cc2)=Nc2ccccc2N1	3	0.4	-1	0	x	-3	0	2	-1
CCC(=O)N1N=C(c2ccccc2)CC1c1ccc([N+](=O)[O-])cc1 (stereo not drawn)	1	-0.1	15	0	1.9	1	2	3	-4
Cn1cnnc1SCC(=O)N/N=C/c1ccc(OCC(N)=O)cc1	-3	-0.2	-6	4	2.8	-1	2	1	-2
CC1c2[nH]c3ccccc3c2CCN1C(=O)Nc1ccccc1 (stereo not drawn)	3	-0.2	1	7	-1.3	0	6	7	1
Cc1noc2c1C(c1ccc(N(C)C)cc1)C1=C(CC(C)(C)CC1=O)N2 (stereo not drawn)	9	0.0	-6	-1	x	-3	3	1	-2
COc1ccc(/C=N/Nc2ncc(C(F)(F)F)cc2Cl)cc1OC	10	-0.3	2	2	1.9	0	0	7	2

High-throughput results as filed in PubChem.
